LYP act: activators of human LYP (PTPN22) phosphatase | recombinant LYP, DiFMUP fluorescence; 0 = plate median, 100 = signal doubled | AID 697 | hit rate 0.11% among 96,000 | activation, % at 2 µM | Q9Y2R2;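 active = activation at 2 µM above a set limit, the mean plus 5 SD, cut at about 37% in these data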
ERa coact inh: ER-alpha (human) coactivator binding inhibition; P03372; TR-FRET ER-alpha LBD / SRC-1 peptide, estradiol-bound; inhibition, % at 25.6 µM; hit rate 1.7% among 86,000; in the data active = inhibition above about 50%;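 note: 0% = receptor plus peptide control and 100% = peptide only without receptor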
Target sequence (P03372 whole entry, looked up, the tested form may be a part): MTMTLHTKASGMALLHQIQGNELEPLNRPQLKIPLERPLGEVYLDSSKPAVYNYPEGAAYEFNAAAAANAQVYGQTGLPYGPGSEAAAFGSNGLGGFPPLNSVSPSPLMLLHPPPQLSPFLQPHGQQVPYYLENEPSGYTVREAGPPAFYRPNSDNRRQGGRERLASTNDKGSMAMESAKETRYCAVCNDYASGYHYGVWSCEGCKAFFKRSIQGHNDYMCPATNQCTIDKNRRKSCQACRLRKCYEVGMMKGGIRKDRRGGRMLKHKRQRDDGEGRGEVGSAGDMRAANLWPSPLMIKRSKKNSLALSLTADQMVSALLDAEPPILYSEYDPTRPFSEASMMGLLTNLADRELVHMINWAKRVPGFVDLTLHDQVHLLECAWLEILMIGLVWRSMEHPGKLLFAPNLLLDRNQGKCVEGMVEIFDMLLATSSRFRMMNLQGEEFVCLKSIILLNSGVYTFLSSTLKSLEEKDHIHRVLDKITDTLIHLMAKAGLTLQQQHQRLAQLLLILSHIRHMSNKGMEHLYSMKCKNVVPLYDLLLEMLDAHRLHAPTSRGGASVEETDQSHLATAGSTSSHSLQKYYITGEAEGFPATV
IL1B cytotox: toxic to HUVEC cells under IL-1B stimulation; cell count reduction, % at 2 µM; HUVEC cell count loss, Hoechst imaging, IL-1B stimulated; hit rate 0.41% among 94,000; AID 845;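 active = cell count reduction more than 3 SD above the screen-wide mean, cut at about 70% in these data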;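 note: normalized per plate to untreated control cells as the no-loss baseline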
PTPN22 inh 2: inhibitors of human LYP (PTPN22) phosphatase. Q9Y2R2. recombinant LYP catalytic domain, DiFMUP fluorescence. inhibition, % at 2 µM. hit rate 0.21% among 96,000. AID 640;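 active = inhibition at 2 µM at or above a set limit, the screen mean plus 3 SD, cut at about 24% in these data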;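 note: 0% = DMSO with enzyme and 100% = enzyme fully blocked by orthovanadate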
cytoskel mod: alters cytoskeleton assembly in HUVEC cells | HUVEC TNFa F-actin phalloidin imaging, high content | inhibition, % at 2 µM | hit rate 0.18% among 91,000 | AID 836;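 active = inhibition above the batch mean plus 3 SD and confirmed as a hit by visual image inspection, cut at about 30% in these data, passing the limit was not always enough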; note: strong numbers were not always called active
Pyk2 oligo antag: antagonists of human Pyk2 oligomerization; Q293 cells, Pyk2 FERM NanoBiT luminescence; stronger effect = lower value; Q14289; z-score (the deposit names both 25 µM and 10 µM); hit rate 0.83% among 99,000; AID 1347419;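 active = Z-score of -3 or lower, scaled per plate to the spread of control and sample wells; inactive = z-score above -3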;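 note: negative z-score means lost luminescence so less FERM oligomerization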
VCAM1 TNFa inh: reduces TNF alpha induced VCAM1 expression in HUVEC | HUVEC TNFa-induced VCAM-1 immunofluorescence, high-content imaging | inhibition, % at 2 µM | hit rate 0.48% among 95,000 | AID 802;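 active = inhibition above the batch mean plus 3 SD, with images confirmed as a hit by eye, cut at about 37% in these data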;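 note: 0% = TNF-stimulated DMSO wells and 100% = unstimulated control wells; not every result past the cut was called active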
TNFa cytotox: HUVEC cytotoxicity counter-screen, TNF alpha stimulated. HUVEC TNFalpha-stimulated, Hoechst cell count, imaging. cell count reduction, % at 2 µM. hit rate 0.17% among 93,000. AID 848;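 active = cell count reduction exceeding the screen mean by over 5 SD, scaled to untreated wells per plate, cut at about 78% in these data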;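 note: cells counted after 24 h of TNF alpha exposure following the 1 h pretreatment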
FAK inh: FAK (human) kinase inhibition | biochemical FAK kinase activity assay | inhibition, %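 (tested at 7 µM)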 | hit rate 0.84% among 97,000 | AID 727 | Q05397; in the data active = inhibition above about 19%;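 note: 0% = DMSO and 100% = reference compound high control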
Starred values were filed as active, the others as inactive; nt = not tested or not shown; [ ] = remark or other dose. Hits appear at their usual frequency; 3.8% or so of the library scored in one or more.

SMILES	LYP act	ERa coact inh	IL1B cytotox	PTPN22 inh 2	cytoskel mod	Pyk2 oligo antag	VCAM1 TNFa inh	TNFa cytotox	FAK inh
Cc1ccc(SCC2(O)CCN(C(=O)c3ccc(Cl)cc3)CC2)cc1	12	nt	23	-10	-24	-1.2	7	-21	1
COc1cc(SC)ccc1C(=O)Nc1ccccc1C#N	4	13[fluorescence artefact?]	-3	-5	6	-0.41	18	5	1
O=C(O)COc1cccc(NC(=O)C2CCCO2)c1 (configuration not stated)	4	-6	-9	-4	2	-1.1	5	-15	-1
CC(=O)c1ccc(NC2c3ncccc3C(=O)N2Cc2ccc(F)cc2)cc1 (configuration not stated)	7	22	-4	-8	nt	-1.2	4	16	-3
O=C(O)C1Cc2ccccc2CN1S(=O)(=O)c1ccc2ccccc2c1 (configuration not stated)	1	nt	22	2	-22	0.49	17	-11	-1
CC(C)n1c(SC2C(=O)CC(C)(C)CC2=O)nc2c1c(=O)n(C)c(=O)n2C	-10	-3	-12	9	nt	1.9	-17	-8	-3
Cc1ccccc1Cn1ccc(-c2ccc3c(c2)OCO3)n1	-2	nt	-10	4	-6	-0.43	18	-19	0
CCN=C(Nc1ccc2c(c1)OCO2)SC1CC(=O)N(c2ccccc2F)C1=O (configuration not stated)	11	10	24	-13	0	-0.44	-1	-35	-3
O=C(NC1CCS(=O)(=O)C1)c1cnccn1 (configuration not stated)	11	5[fluorescence artefact?]	-4	-13	5	0.2	8	-36	0
COc1cc(NS(=O)(=O)c2ccc(OC)c(OC)c2)cc(OC)c1	7	-3	-67	-9	-3	-0.78	5	14	0
CSc1nc(-c2ccccc2)nc2[nH]ccc(=O)c12	-12	52*[fluorescence artefact?]	-62	8	-3	nt	9	-30	22*
COc1ccc(S(N)(=O)=O)cc1C(=O)NCC1(N2CCCCC2)CCCCC1	4	-6	-1	-7	-3	-0.05	8	-14	-1
CCC(=O)c1cc2c(cc1NC(=O)c1ccccc1)OCCO2	2	-4	-1	0	6	0.32	14	-30	-3
CCC1CCCCN1C(=O)CSc1nnc(-c2ccco2)o1 (configuration not stated)	-4	nt	16	6	16	0.21	-5	-11	4
COc1ccc(S(=O)(=O)NC2CCCCC2)cc1C	4	-2	-3	0	10	-1.9	-7	-14	-4
O=C1CC(c2ccccc2)n2nc(NC(=O)c3cccs3)nc2N1 (configuration not stated)	-1	-8	8	-2	-5	-0.27	-23	-3	6
CCO/C(C)=C1\N=C(c2ccc(Cl)cc2)OC1=O	0	nt	-2	3	3	0.54	-6	12	1
COC(=O)C1(C(O)C(=O)c2ccc(C)cc2C)CCCCC1 (configuration not stated)	-5	-10	-6	5	1	0.08	6	-19	2
CCOC(=O)c1c(NC(=O)CSc2nnc(C)s2)sc2c1CCCCC2	-16	2	-7	18	4	-0.59	0	-24	16
O=C(NCCc1ccccc1)C(c1cccs1)N(C(=O)c1csnn1)C1CC1 (configuration not stated)	6	-2	-23	-9	-7	0.65	16	-6	0

Continued; it opens with the 4 that closed the last part.
SMILES	LYP act	ERa coact inh	IL1B cytotox	PTPN22 inh 2	cytoskel mod	Pyk2 oligo antag	VCAM1 TNFa inh	TNFa cytotox	FAK inh
CCO/C(C)=C1\N=C(c2ccc(Cl)cc2)OC1=O	0	nt	-2	3	3	0.54	-6	12	1
COC(=O)C1(C(O)C(=O)c2ccc(C)cc2C)CCCCC1 (configuration not stated)	-5	-10	-6	5	1	0.08	6	-19	2
CCOC(=O)c1c(NC(=O)CSc2nnc(C)s2)sc2c1CCCCC2	-16	2	-7	18	4	-0.59	0	-24	16
O=C(NCCc1ccccc1)C(c1cccs1)N(C(=O)c1csnn1)C1CC1 (configuration not stated)	6	-2	-23	-9	-7	0.65	16	-6	0
COCCNC(=O)CN(C(=O)CCC(=O)Nc1cc(C)on1)c1cccc(C)c1C	1	-7	-65	-3	-9	-0.51	-36	-32	-3
O=C1C2CC=CCC2C(=O)N1c1n[nH]c(-c2ccccc2)n1 (configuration not stated)	-1	4[fluorescence artefact?]	-10	2	-7	0.24	4	1	-2
CCNc1sc(C(=O)c2cccs2)c(N)c1C#N	-6	-16	-30	5	6	0.53	0	-44	12
O=C(C1CCC(CNc2c(N3CCCCC3)c(=O)c2=O)CC1)N1CCCCC1 (configuration not stated)	-6	-10	2	4	-1	nt	4	-7	nt
COc1ccc(C)cc1S(=O)(=O)Nc1ccc(F)c(Cl)c1	21	-2	-6	-26	-16	-0.75	10	0	-2
CCC(OC(=O)C(NC(=O)c1ccccc1)c1ccccc1)C(=O)Nc1cc(C)on1 (configuration not stated)	-7	1	-5	4	-4	-0.62	-12	-9	-5
Cc1ccc(-n2nnnc2SCC(=O)c2ccc3c(c2)NC(=O)CO3)c(C)c1	-2	nt	-3	5	7	0.34	6	-2	-9
CCc1ccc2[nH]c(=O)c(CN(Cc3ccccc3OC)Cc3nnnn3Cc3ccco3)cc2c1	-14	17	-12	11	1	1.8	-23	8	1
CCOc1ccc(NC(=O)CSc2nnc(CCNC(=O)c3ccc(OC)cc3)n2CC)cc1	4	nt	-3	0	-1	-0.45	7	-14	-4
O=C(O)CCc1nc(-c2ccccc2)no1	9	-11	-1	-13	-3	0.94	14	-24	1
O=C(CS(=O)(=O)c1cn(Cc2cccc(F)c2)c2ccccc12)N1CCCCC1	6	nt	-51	-11	18	0.01	50*	43	-3
CC(C)C(C)NC(=O)COc1ncnc2ccccc12 (configuration not stated)	4	nt	-6	-6	2	0.97	6	-19	-3
COC(=O)CCS(=O)(=O)c1ccc(NC(C)=O)cc1	-4	1	2	4	nt	0.73	-9	2	0
O=c1[nH]c2ccc(S(=O)(=O)N3CCN(c4ccccc4)CC3)cc2[nH]c1=O	0	nt	-18	-2	5	0.2	28	-6	2
O=C(Nc1cccc2ccccc12)N1CCN(c2ccc(F)cc2)CC1	4	2	-96	-5	-24	0.26	13	-36	-4
CCC(Oc1ccccc1)C(=O)Nc1nc2c(s1)C(=O)CC(C)(C)C2 (configuration not stated)	-4	-2	9	3	9	-2.9	3	25	2
CC1CCC(C(=O)NC(C(=O)NCCCN2CCOCC2)C(C)C)CC1 (configuration not stated)	-1	-8	-40	-2	-14	0.39	-15	-16	6
O=C1[C@@H]2[C@H](C(=O)N1Cc1cccnc1)[C@H]1C=C[C@@H]2C1	6	-3	-2	-3	-4	1	11	2	2
CSc1nc2ccc3nc(NC(=O)c4cccs4)sc3c2s1	-9	69*[fluorescence artefact?]	8	7	14	-0.2	8	-39	40*
COn1c(-c2ccccc2)nc2c1CCc1nonc1-2	-1	17	-20	3	6	0.11	1	-12	3
CCOC(=O)Cc1csc(NC(=O)c2c(-c3c(F)cccc3Cl)noc2C)n1	9	-3	-3	-8	-1	-2.4	-24	-6	0
COC(=O)c1ccc(NC(=O)Nc2ccc(F)c(Cl)c2)cc1	5	10[fluorescence artefact?]	-6	-3	17	-0.76	-13	-27	-1
CN(c1ccccc1)c1ccc(/C=c2\s/c(=C(/C#N)C(=O)C(C)(C)C)n(Cc3ccco3)c2=O)cc1	-4	nt	5	4	7	nt	4	-22	-1
Cc1nn(-c2cc(N3CCCC3)ccc2[N+](=O)[O-])c(=O)c2ccccc12	4	-5	30	-4	-2	-3	2	-18	-2
CCN(CC(=O)Nc1ccc2c(c1)OCCO2)CC(=O)Nc1cc(C)on1	-3	9	-11	3	35	-0.35	6	-14	-4
CN1CCC(N(C)C(=O)c2ccccc2Nc2ccc(SC(F)F)cc2)CC1	1	-4	-7	-4	29	2.1	7	-32	-5
COc1cccc(N2C(=O)CC(N3CCC(C(N)=O)(N4CCCCC4)CC3)C2=O)c1 (configuration not stated)	2	-9	6	-3	-22	1.6	8	4	-1
O=C1c2ccccc2C(=O)N1CCSc1nnc(-c2ccco2)n1Cc1ccccc1	6	-4	-27	-5	25	-1.3	0	48	6
Cc1ccc(OC(=O)c2ccccc2P(=O)(O)O)cc1	-1	-9	-11	2	2	1.3	8	-4	50*
COC(=O)c1ccc(S(=O)(=O)c2ccc(C(=O)OC)s2)s1	-10	5	-12	11	23	nt	-6	-16	-8
COc1cccc(C2CC(c3ccccc3Cl)Nc3ncnn32)c1 (configuration not stated)	-7	-3	12	10	-1	0.46	-4	14	9
CCOC(=O)N1CCC(N2Cc3cccc(C(=O)Nc4ccc(F)cc4)c3C2=O)CC1	2	nt	-31	0	-5	-0.38	7	-4	-1
CCCCn1cnc2c1c(=O)n(CC(=O)c1cc(C)n(C)c1C)c(=O)n2CC(C)C	2	1	9	-1	6	0.99	0	-9	0
CC(=O)c1cccc(NC(=O)c2cc(C(C)C)on2)c1	0	-1	-25	0	-9	nt	4	4	6
COc1ccc(CC(=O)NC(C)c2nnc(SCc3nc4ccccc4c(=O)[nH]3)n2C)cc1 (configuration not stated)	19	-7	-40	-19	4	-0.8	-27	-38	1
C=CCNc1sc(C(=O)C2CC2)c(N)c1C#N	1	-1	-8	-3	-19	-0.3	-30	54	6
Cc1nc2ccccc2n1/N=C/c1cccnc1	-2	14	-18	3	12	0.68	-16	-3	-1
O=C(Nc1ccc(Cl)cc1)c1cc2nc(C3CC3)cc(C(F)(F)F)n2n1	-8	7	-10	11	7	0.82	-5	-27	-1
O=C1CC(C(=O)Nc2ccc(C(=O)N3CCOCC3)cc2)C2(CCCCC2)O1 (configuration not stated)	8	56*[fluorescence artefact?]	90*	-12	-5	-0.23	14	12	0
Fc1cnc(N2CCOCC2)nc1N1CCc2ccccc21	0	-12	-1	-3	1	-1.1	-17	-17	0

Limited to FAK inh (3 entries from above):
mol	FAK inh
COc1cccc(C2CC(c3ccccc3Cl)Nc3ncnn32)c1 (configuration not stated)	9
CCOC(=O)N1CCC(N2Cc3cccc(C(=O)Nc4ccc(F)cc4)c3C2=O)CC1	-1
CCCCn1cnc2c1c(=O)n(CC(=O)c1cc(C)n(C)c1C)c(=O)n2CC(C)C	0

(list continues)
SMILES	LYP act	ERa coact inh	IL1B cytotox	PTPN22 inh 2	cytoskel mod	Pyk2 oligo antag	VCAM1 TNFa inh	TNFa cytotox	FAK inh
CC(C)c1ccccc1NC(=O)c1cccc(NC(=O)c2ccccc2)c1	-2	5	-7	3	nt	-0.84	12	7	-2
CCc1nc(N)c(C#N)c(-c2ccc(OC)c(OC)c2)c1C	-5	6	-43	7	-11	0.9	9	-20	4
COc1ccc(Cn2c(C)c(C)c(C#N)c2NC(=O)Nc2ccc(F)cc2)cc1	9	-11	nt	-12	19	-0.33	1	-14	5
O=C(N/N=C\c1ccc(Cl)s1)c1cccs1	-4	nt	9	4	12	0.11	10	-17	3
CSc1nnc(C)c(/C=C/Nc2ccc(F)cc2)n1	-5	nt	5	8	16	-0.01	2	-13	0
CCc1nc(SCC(=O)Nc2sc(C)c(C)c2C(=O)OC)c2ccccc2n1	2	nt	1	-4	6	nt	-6	-5	15
CC(C)(C)n1nnnc1C(c1cc2cc3c(cc2[nH]c1=O)OCO3)N1CCN(c2ccccc2)CC1 (configuration not stated)	-3	-2[fluorescence artefact?]	-28	1	1	-0.5	-5	-25	-1
O=C(CN1CCN(S(=O)(=O)c2ccc(Cl)cc2)CC1)Nc1ccc2c(c1)OCO2	1	-11	-34	-1	-6	-0.74	10	-20	0
Cn1nnc2cc(C(=O)N3CCC(c4ccccc4)C3)ccc21 (configuration not stated)	-9	22	10	8	6	-2.2	-14	14	2
Cc1ccccc1C(=O)NC(=S)Nc1sc2c(c1C#N)CCCC2	5	nt	18	2	4	-0.12	-10	-4	-1
Cc1nn2c([nH]c(=O)c3ccccc32)c1C=O	-2	-1	4	5	-4	1.7	22	8	2
CCOC(=O)CSc1nnc(CNc2nc(-c3ccccc3)cs2)n1C	-3	-5	-3	3	7	-0.58	-1	-30	-2
O=C1c2ccc3c4c(ccc(c24)C(=O)N1NC(=O)C(F)(F)F)CC3	0	nt	12	-2	-20	-0.19	-4	-13	-2
